Source: PubChem BioAssay
FLuc inhib CS: firefly luciferase enzyme inhibitors, primary screen, artefact control for luciferase-based inhibitor screens, biochemical, luminescence, ATPLite; 10 min; inhibition, % at 10 µM; 1.5% of 200,000 active; AID 1006, 2008;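 active = inhibition above about 50% when tested at 10 µM, limit read from the data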
Target sequence (P08659 whole entry, looked up): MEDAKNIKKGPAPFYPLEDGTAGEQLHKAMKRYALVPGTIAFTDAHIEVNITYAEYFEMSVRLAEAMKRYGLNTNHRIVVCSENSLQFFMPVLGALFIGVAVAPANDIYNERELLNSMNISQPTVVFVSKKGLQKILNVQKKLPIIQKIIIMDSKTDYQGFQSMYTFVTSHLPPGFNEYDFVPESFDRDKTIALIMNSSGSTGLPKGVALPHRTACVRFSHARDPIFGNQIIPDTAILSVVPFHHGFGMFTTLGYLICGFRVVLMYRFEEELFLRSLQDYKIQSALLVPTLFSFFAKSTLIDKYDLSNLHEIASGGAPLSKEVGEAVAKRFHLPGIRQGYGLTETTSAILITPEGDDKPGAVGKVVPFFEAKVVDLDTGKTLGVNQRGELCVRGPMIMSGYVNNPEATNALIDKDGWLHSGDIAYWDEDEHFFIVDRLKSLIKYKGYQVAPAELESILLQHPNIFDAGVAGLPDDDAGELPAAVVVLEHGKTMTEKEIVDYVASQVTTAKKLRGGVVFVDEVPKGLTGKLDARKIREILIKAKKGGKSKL
bIAP act: bovine intestinal alkaline phosphatase activators, primary screen, biochemical, bovine IAP, CDP-star luminescence. purified bovine IAP, 30 min; hits give high values; fold of DMSO-control signal, blank-subtracted. activation factor at 20 µM. 0.17% of 200,000 active. AID 1016, 2008;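 active = activation factor of 2 or more at 20 µM, a signal rise over negative controls twice the positive control's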
TNAP inh noacc: human TNAP enzyme inhibitors, primary screen, biochemical, luminescent, no phosphate acceptor, uHTS. Alkaline phosphatase, tissue-nonspecific isozyme (Homo sapiens), P05186. purified TNAP, CDP-star luminescence, 30 min. inhibition, % at 20 µM. 0.26% of 200,000 active. AID 1012, 2008;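 active = tissue-nonspecific alkaline phosphatase inhibition above about 50% at 20 µM in the single-dose screen, limit read from the data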;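 also: 0% = DMSO negative control and 100% = EDTA positive control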
APP 5'UTR act: activators of APP 5'UTR luciferase reporter, primary screen, SH-SY5Y cells; SH-SY5Y APP 5'UTR luciferase reporter, luminescence; zero percent = DMSO vehicle wells; activation, % at 2 µM; 1% of 190,000 active;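 active = activation above a set limit, based on mean plus 3 SD of controls, cut at about 140% in these data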; also: values of inactives mirror those of a sister screen read the other way
TNAP act hi DEA: TNAP activators at high phosphate acceptor level, primary screen, biochemical, luminescence, uHTS. purified TNAP, CDP-star luminescence, 1 M DEA, 30 min; hits give high values; 0 = EDTA background, 1 = DMSO-only activity. 200,000 tested, under 10 active. activation factor at 20 µM;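 active = activation factor at least 2 at 20 µM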
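Control set: EDTA negative control, DMSO positive control / Assay system: human TNAP / Quantity: TNAP 1/800 final / Evaluation: TNAP activation factor scaled between EDTA and DMSO control wells / Measured by: luminescent substrate turnover signal / Compound dosing: one dose, 20 µM / Times: 30 min enzyme reaction at room temperature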
TNAP inh hi DEA: human TNAP enzyme inhibitors, primary screen, biochemical, luminescent, high phosphate acceptor level, uHTS; inhibition, % at 20 µM; purified TNAP, CDP-star luminescence, 1 M DEA; 0.03% of 200,000 active; AID 1135, 2008;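 active = over 50% inhibition of tissue-nonspecific alkaline phosphatase at 20 µM in the single-dose screen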;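 also: plate controls were DMSO wells for no effect and EDTA-quenched wells as full inhibition for full effect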
PMI activator: activators of human PMI, primary screen, biochemical, fluorescence intensity, near-Km mannose 6-phosphate. Mannose-6-phosphate isomerase (Homo sapiens), P34949. purified human PMI, coupled resazurin fluorescence, 20 min; hits give high values; 1 = vehicle control, 0 substrate-free wells. activation factor at 20 µM. 0.005% of 190,000 active. AID 1214, 2008;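 active = activation factor of 2 or more at 20 µM, relative to plate controls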
Target sequence (P34949 whole entry, looked up): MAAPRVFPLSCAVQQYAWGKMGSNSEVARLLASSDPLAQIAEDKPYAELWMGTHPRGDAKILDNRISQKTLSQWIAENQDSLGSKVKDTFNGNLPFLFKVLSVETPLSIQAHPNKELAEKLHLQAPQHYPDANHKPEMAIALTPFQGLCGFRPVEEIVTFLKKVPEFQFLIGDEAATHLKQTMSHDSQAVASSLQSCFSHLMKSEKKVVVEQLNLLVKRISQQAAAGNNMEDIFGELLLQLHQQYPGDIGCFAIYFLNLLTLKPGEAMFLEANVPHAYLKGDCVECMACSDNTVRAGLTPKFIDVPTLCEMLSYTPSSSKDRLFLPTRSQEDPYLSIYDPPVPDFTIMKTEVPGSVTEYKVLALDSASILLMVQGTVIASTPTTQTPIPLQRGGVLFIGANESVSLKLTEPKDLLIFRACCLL
NF-kB neuron act: activators of NF-kB expression in neurons, primary screen, cell-based, HTS. 1.6% of 190,000 active. fold change at 12.5 µM. human neuronal cells, NF-kB reporter expression; hits give high values. AID 1239, 2008; in the data active = fold change above about 3.3
PMI act satM6P: human PMI activators, high substrate, primary screen, biochemical, fluorescence intensity, near-saturating mannose 6-phosphate; Mannose-6-phosphate isomerase (Homo sapiens), P34949; coupled PMI enzyme assay, resazurin fluorescence, 20 min; hits give high values; 1 = untreated enzyme, 0 = substrate-free blank; activation factor at 20 µM; 0.34% of 190,000 active;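 active = activation factor of 2 or more at 20 µM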
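Test system: human PMI in coupled enzyme assay; Input: PMI at 15 ng/mL final; Medium: HEPES buffer, pH 7.4; Schedule: 20 min incubation at room temperature; Technique: resorufin fluorescence at Ex 544/Em 590 nm; Compound: 20 µM single dose; Probe or stimulus: Near-saturating mannose-6-phosphate, 1.0 mM.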
FLuc act counter: FLuc activators, initial screening, artefact control for FLuc-dependent activation tests, biochemical, ATPlite luminescence; Luciferin 4-monooxygenase (Photinus pyralis), P08659; ATPlite luciferase biochemical, 10 min; 0 = ATP-free wells, 1 = DMSO control; activation factor at 10 µM; 200,000 tested, under 10 active; AID 1027, 2008;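 active = luciferase activation factor, scaled between plate controls, of at least 2 with compound at 10 µM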
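test system = cell-free luciferase reagent | medium = PBS as buffer for the ATP substrate | dosing = test compounds dosed from 2 mM stocks in 100% DMSO | incubation = 10 min at ambient temperature | detection = luminescence measurement of luciferase light output | benchmarks = low control with PBS replacing ATP, high control enzyme plus ATP without compound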
The depositor's hits bear a star; . = no result given.

1) COc1cc(C(=O)Nc2ccc3c(c2)Cc2ccccc2-3)cc(OC)c1OC
2) COc1ccc(C)cc1Cn1c(S(C)(=O)=O)nc2ccccc21
3) O=C(Nc1cccc(NC(=O)c2cccs2)c1)c1cccnc1
4) O=C(/C=C/c1ccc([N+](=O)[O-])cc1)NCc1ccco1
5) O=C(CCC1CCCCC1)NNC(=O)NC12CC3CC(CC(C3)C1)C2
6) N#Cc1c(NC(=O)CCCC(=O)O)sc2c1CCCCC2
7) O=C(O)CCn1cc(/C=C2\SC(=S)NC2=O)c(-c2ccccc2)n1
8) O=C(Cc1ccc(Cl)cc1)Nc1ccc(N2CCN(C(=O)c3ccco3)CC2)c(Cl)c1
assay / compound	1	2	3	4	5	6	7	8
FLuc inhib CS	-5.5	-4.5	3.5	9.1	1.3	18.9	-7.5	2.4
bIAP act	0.9	0.6	1.1	1	1.2	0.8	0.9	1.7
TNAP inh noacc	-13.2	-5.0	-2.7	4.8	5.1	-4.0	-8.8	-37.1
APP 5'UTR act	-3.4	0.7	13.1	-4.0	3.7	-46.0	10.7	-12.4
TNAP act hi DEA	1	1	1	1	1	1.1	1	1.1
TNAP inh hi DEA	-2.8	0.5	0.9	4.2	-4.3	-8.9	-2.5	-11.6
PMI activator	1	0.7	0.8	0.9	1	1.1	1	0.7
NF-kB neuron act	0.89	1.22	0.57	1.86	1.09	1.24	0.98	0.4
PMI act satM6P	1	0.7	0.5	1	1	1.1	1	0.8
FLuc act counter	1.1	1	1	0.9	1	0.8	1.1	1

9) Nc1ccc(CCS(N)(=O)=O)cc1
10) O=C(O)COCC(=O)Nc1ccc(-n2cnnn2)cc1
11) O=C(CCNC(=O)Cn1cnc2ccccc2c1=O)NCC1COc2ccccc2O1 (configuration not stated)
12) Cc1cc(C(=O)N2CCCC(CNS(=O)(=O)c3cccs3)C2)nn1C (configuration not stated)
13) COc1ccc(C(c2oc(CO)cc(=O)c2O)c2oc(CO)cc(=O)c2O)cc1
14) O=C(NCCN1CCOCC1)c1cc2n(n1)C(C(F)(F)F)CC(c1ccc(F)cc1)N2 (configuration not stated)
15) COc1ccc(N2CCN(C(=O)CSc3ncnc4c3cnn4-c3ccc(OC)cc3)CC2)cc1
16) N/C(Cc1ccc([N+](=O)[O-])cc1)=N\OC(=O)COc1ccccc1Cl
assay / compound	9	10	11	12	13	14	15	16
FLuc inhib CS	-12.2	-3.1	-2.8	-6.5	-0.5	-5.9	-6.9	-0.3
bIAP act	0.9	1.1	1	1	1.1	1.2	0.9	1
TNAP inh noacc	-3.0	-2.1	-4.1	-1.4	-46.2	-2.2	-10.9	-7.1
APP 5'UTR act	10.8	-0.4	2.5	10.6	-3.5	21.0	.	-3.4
TNAP act hi DEA	1.1	1	1	1.1	1	1.1	1.1	1
TNAP inh hi DEA	-6.9	-1.1	2.0	-7.3	-1.6	-10.0	-7.6	-2.4
PMI activator	1.1	1.1	0.9	1.1	0.9	1.1	1	1
NF-kB neuron act	1.16	1.21	0.93	1.2	1.17	0.84	.	1.29
PMI act satM6P	1	1.1	0.9	1.1	1.1	1.1	1	1
FLuc act counter	1.1	1	1	1.1	1	1.1	1.1	1

17) COc1ccc(-n2c(Cc3cccn3C)nnc2SCC(=O)Nc2cccc(C)c2C)cc1
18) O=C(CSc1nnnn1-c1ccccc1)NC(=O)Nc1ccc2c(c1)OCCO2
19) CCn1c(COc2ccc(C)cc2)nnc1SCC(=O)Nc1ccc(S(N)(=O)=O)cc1
20) COC(=O)c1cccc(Oc2cccc(Cl)n2)c1
21) CCOC(=O)/C(=N\Nc1ccccc1Cl)N1CCN(Cc2ccccc2)CC1
22) CCOC(=O)c1c(NC(=O)CC2Nc3ccccc3NC2=O)sc(C)c1C (configuration not stated)
23) CNC(=O)c1ccccc1NC(=O)C1CC(=O)N(c2ccc(OC)cc2)C1 (configuration not stated)
24) COc1cc(S(=O)(=O)Nc2ccncc2)ccc1F
assay / compound	17	18	19	20	21	22	23	24
FLuc inhib CS	2.2	20.2	-8.6	1.0	-2.2	-5.2	0.7	-3.8
bIAP act	1	0.9	0.9	1	1	0.8	1	0.9
TNAP inh noacc	-8.2	-2.0	-5.9	-11.6	-6.9	-16.3	-2.6	-11.5
APP 5'UTR act	-6.9	51.2	-10.6	0.4	15.1	-2.9	-15.1	1.6
TNAP act hi DEA	1	1	1	1	1	1	1	1
TNAP inh hi DEA	4.0	3.6	-4.1	-1.7	3.8	-1.6	-1.9	-1.8
PMI activator	0.8	1.1	0.9	1	0.8	0.9	1.1	1.2
NF-kB neuron act	0.95	2.35	1.22	1.05	0.89	1.15	1.01	1.06
PMI act satM6P	0.8	1.1	0.9	1	0.8	1	1.1	1.2
FLuc act counter	1	0.8	1.1	1	1	1.1	1	1

25) C=CCn1c(N)c(C(=O)OCC(C)C)c2nc3ccccc3nc21
26) Cc1ccc(-n2cnc3c(sc4nccc(N(C)C)c43)c2=O)cc1
27) Cc1ccc(C(=O)N2CCN(S(=O)(=O)c3ccccc3)CC2)cc1
28) CCN(CC)S(=O)(=O)c1ccc(C)c(C(=O)Oc2cccc(-c3cnc4ccccc4n3)c2)c1
29) COc1ccc2[nH]c(=O)c(-c3noc(-c4ccccc4)n3)cc2c1
30) CCOC(=O)c1c(-c2ccccc2)csc1NC(=O)c1cc(S(=O)(=O)N2CCOCC2)ccc1C
31) O=C1c2ccccc2C(=O)N1CC1c2ccccc2CCN1S(=O)(=O)c1ccccc1 (configuration not stated)
32) CCn1nc(C)c(NC(=O)c2cnn3c(C(F)F)cc(-c4ccccc4)nc23)c1C
assay / compound	25	26	27	28	29	30	31	32
FLuc inhib CS	-2.7	-5.5	-8.2	-1.0	5.7	-2.1	-4.6	-3.0
bIAP act	1	0.7	1.1	1.1	1	1.1	1.1	1.1
TNAP inh noacc	-12.8	-15.8	-16.9	-1.4	0.8	-10.8	-3.0	-3.5
APP 5'UTR act	-5.8	-6.2	8.9	95.7	37.3	-0.5	5.9	28.2
TNAP act hi DEA	1.1	1.1	1.1	1	1	1	1	1
TNAP inh hi DEA	-6.1	-6.1	-5.9	0.3	-2.3	2.7	-0.4	-3.5
PMI activator	0.9	1	1	0.9	0.9	0.9	0.9	1
NF-kB neuron act	0.77	1.28	1.55	1.3	1.31	0.36	0.93	0.62
PMI act satM6P	0.7	1	1	0.9	0.6	0.9	0.9	1.1
FLuc act counter	1	1.1	1.1	1	0.9	1	1	1

From compound 24 to 32, copied from above:
24) COc1cc(S(=O)(=O)Nc2ccncc2)ccc1F
25) C=CCn1c(N)c(C(=O)OCC(C)C)c2nc3ccccc3nc21
26) Cc1ccc(-n2cnc3c(sc4nccc(N(C)C)c43)c2=O)cc1
27) Cc1ccc(C(=O)N2CCN(S(=O)(=O)c3ccccc3)CC2)cc1
28) CCN(CC)S(=O)(=O)c1ccc(C)c(C(=O)Oc2cccc(-c3cnc4ccccc4n3)c2)c1
29) COc1ccc2[nH]c(=O)c(-c3noc(-c4ccccc4)n3)cc2c1
30) CCOC(=O)c1c(-c2ccccc2)csc1NC(=O)c1cc(S(=O)(=O)N2CCOCC2)ccc1C
31) O=C1c2ccccc2C(=O)N1CC1c2ccccc2CCN1S(=O)(=O)c1ccccc1 (configuration not stated)
32) CCn1nc(C)c(NC(=O)c2cnn3c(C(F)F)cc(-c4ccccc4)nc23)c1C
assay / compound	24	25	26	27	28	29	30	31	32
FLuc inhib CS	-3.8	-2.7	-5.5	-8.2	-1.0	5.7	-2.1	-4.6	-3.0
bIAP act	0.9	1	0.7	1.1	1.1	1	1.1	1.1	1.1
TNAP inh noacc	-11.5	-12.8	-15.8	-16.9	-1.4	0.8	-10.8	-3.0	-3.5
APP 5'UTR act	1.6	-5.8	-6.2	8.9	95.7	37.3	-0.5	5.9	28.2
TNAP act hi DEA	1	1.1	1.1	1.1	1	1	1	1	1
TNAP inh hi DEA	-1.8	-6.1	-6.1	-5.9	0.3	-2.3	2.7	-0.4	-3.5
PMI activator	1.2	0.9	1	1	0.9	0.9	0.9	0.9	1
NF-kB neuron act	1.06	0.77	1.28	1.55	1.3	1.31	0.36	0.93	0.62
PMI act satM6P	1.2	0.7	1	1	0.9	0.6	0.9	0.9	1.1
FLuc act counter	1	1	1.1	1.1	1	0.9	1	1	1

Other records
33) CC(=O)c1c(C)[nH]c(C(=O)CSc2nnc(N)s2)c1C
34) O=C(CN1N=C(c2ccccc2)CCC1=O)NCc1ccccc1
35) Nc1c(Br)cc2oc(-c3ccccc3)nc2c1Br
36) Cn1c(Cc2ccc3c(c2)OCO3)nnc1SCC(=O)N1CCc2ccccc2C1
37) Cc1ccccc1NC(=O)Cn1c(O)c(N=NC(=O)c2ccccc2O)c2ccccc21
38) O=C(CSc1n[nH]c(-c2cc(Cl)ccc2Cl)n1)NCCN1C(=O)CSC1=O
39) Cc1ccc(-n2c(Cc3cccn3C)nnc2SCC(N)=O)cc1
40) O=C(NNC(=O)c1cccnc1)Nc1cccc2ccccc12
assay / compound	33	34	35	36	37	38	39	40
FLuc inhib CS	-0.3	-9.7	20.1	-5.1	12.7	-17.5	-0.5	-1.4
bIAP act	1.1	0.9	0.7	1	0.9	1.3	1	1.1
TNAP inh noacc	-3.5	-9.0	-11.1	-11.7	9.3	29.7	-7.6	-14.7
APP 5'UTR act	2.0	11.3	100.5	3.8	-8.7	10.9	-8.3	0.8
TNAP act hi DEA	1	1	1	1.1	0.9	1	1	1
TNAP inh hi DEA	1.4	-3.5	-1.0	-5.9	9.4	-2.8	-3.6	-3.1
PMI activator	1	1.1	0.9	1	1	0.9	1	0.8
NF-kB neuron act	1.13	1.18	3.35*	1.3	0.93	1.12	1.1	0.65
PMI act satM6P	1	1	1	1	1.1	1	1.1	0.7
FLuc act counter	1	1.1	0.8	1.1	0.9	1.2	1	1
